LANA DNA inh: KSHV C-LANA DNA binding inhibition. MBP-C-LANA/FAM-LBS DNA binding, fluorescence polarization. inhibition, % at 9 µM. actives 0.078% (n = 340,000). AID 504423;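 active = highest replicate inhibition at or above 60% at 9 µM, even if other replicates fall short; inactive = all replicates below 60% inhibition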;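 note: 0% = neutral control wells and 100% = 4 µM acridine orange control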
Arrestin-AP2 inh: human beta-arrestin and AP2 interaction inhibition; FITC-arrestin peptide / GST-AP2 beads, flow cytometry; AP2 beta2 appendage carries R879A mutation; inhibition, % at 10 µM; actives 0.31% (n = 340,000); AID 504490;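 active = inhibition above a set limit, near 3 SD of compounds lacking own fluorescence, cut at about 54% in these data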;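 note: plate controls were DMSO wells for no effect and 5 µM unlabelled arrestin peptide for full effect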
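Material – GST-tagged AP2 beta2-adaptin appendage (R879A) on 4 µm glutathione beads · Probe or stimulus – fluorescein-tagged arrestin peptide at 50 nM final · Timing – 12 min plus 1 h, RT · Detection – bead flow cytometry, FITC channel · Read-out basis – inhibition as reduced fluorescein signal on beads, percent · Medium – PBS plus Tween 20 (0.05%) and BSA (0.1%)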
RTF Ca sens inh: cardiac RTF calcium desensitization | inhibition, % at 7.15 µM | actives 0.12% (n = 340,000) | P19429+P45379 | IANBD-labeled cardiac RTF, Ca2+ fluorescence;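 active = inhibition above the mean inhibition of all tested compounds plus 3 SD, cut at about 17% in these data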;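 note: assay run at fixed EC70 calcium of 1.6 mM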
cardiac RTF act: increases calcium sensitivity of human cardiac regulated thin filaments | IANBD-labeled TnC RTF fluorescence at EC20 calcium; 0% EC20 calcium, 100% full calcium | actives 0.24% (n = 340,000) | activation, % at 7.2 µM | P19429+P45379 | AID 493008;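 active = activation above the mean over all tested compounds plus 3 SD, cut at about 30% in these data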;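 note: rise in fluorescence read as greater calcium sensitivity of cardiac thin filaments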
Keap1-Nrf2 PPI: Keap1-Nrf2 (human) interaction inhibition; AID 504523; Keap1 Kelch-Nrf2 peptide fluorescence polarization, 1536-well; inhibition, % at 9.4 µM; actives 0.15% (n = 340,000); in the data active = inhibition above about 12%; inconclusive = no clear call, values can overlap the other calls; inactive = below about 7.3%;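 note: human Keap1 Kelch domain with fluorescein labeled Nrf2 9mer peptide probe; 0% = neutral control wells and 100% = peptide positive control; higher means more block of Keap1 binding to Nrf2 peptide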
DSG3 Ab inh: blocks pemphigus antibody binding to human desmoglein-3 | binding (percent of control), % at 10 µM | P32926 | AID 588358 | actives 0.48% (n = 310,000) | DSG3-coupled beads, scFv-anti-DSG3-GFP binding, flow cytometry; hits give low values;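 active = binding more than 3 SD below its plate's average and above zero; inconclusive = below that plate limit but binding exactly zero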;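 note: hits lower antibody fragment binding to DSG3; some compounds called inactive have numbers as strong as hits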
Target sequence (P32926 whole entry, looked up, the tested form may be a part): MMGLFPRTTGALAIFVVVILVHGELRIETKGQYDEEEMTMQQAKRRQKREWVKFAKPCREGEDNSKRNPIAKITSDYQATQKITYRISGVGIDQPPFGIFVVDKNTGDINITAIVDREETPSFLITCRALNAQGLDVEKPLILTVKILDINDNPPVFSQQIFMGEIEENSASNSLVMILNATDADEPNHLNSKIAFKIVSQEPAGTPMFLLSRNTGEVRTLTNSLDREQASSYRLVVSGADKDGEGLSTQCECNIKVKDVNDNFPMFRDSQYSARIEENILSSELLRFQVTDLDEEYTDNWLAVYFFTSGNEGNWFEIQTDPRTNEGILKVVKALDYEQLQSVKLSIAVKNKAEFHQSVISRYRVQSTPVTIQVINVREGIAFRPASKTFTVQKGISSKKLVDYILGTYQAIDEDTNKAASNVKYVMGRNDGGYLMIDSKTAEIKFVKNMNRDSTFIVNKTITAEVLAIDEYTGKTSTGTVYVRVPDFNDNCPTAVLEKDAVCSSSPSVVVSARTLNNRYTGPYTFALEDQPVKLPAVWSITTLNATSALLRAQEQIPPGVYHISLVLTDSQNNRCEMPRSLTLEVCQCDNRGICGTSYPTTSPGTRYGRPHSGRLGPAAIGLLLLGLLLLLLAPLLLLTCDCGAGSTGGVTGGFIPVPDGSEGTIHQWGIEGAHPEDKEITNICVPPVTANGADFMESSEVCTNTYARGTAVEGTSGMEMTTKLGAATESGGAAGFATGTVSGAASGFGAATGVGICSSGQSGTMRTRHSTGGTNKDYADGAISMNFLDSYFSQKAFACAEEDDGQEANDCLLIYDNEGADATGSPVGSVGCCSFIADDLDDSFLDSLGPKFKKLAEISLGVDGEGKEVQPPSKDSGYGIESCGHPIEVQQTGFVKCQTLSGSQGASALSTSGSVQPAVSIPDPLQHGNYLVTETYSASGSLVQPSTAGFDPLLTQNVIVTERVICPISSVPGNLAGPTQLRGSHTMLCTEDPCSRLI
V-ATPase pHluor: yeast V-ATPase proton transport regulation by pHLuorin. S. cerevisiae, pHLuorin cytosolic pH fluorescence. response, % at 10 µM. actives 0.37% (n = 350,000); in the data active = response mostly above about 7.3%, no sharp cut-off; inactive = mostly below about 5.4%; note: actives read high; inactives centre near 0; some compounds called inactive have numbers as strong as hits; reference of the scale not given here
MOR-DOR inv ag: mu-delta opioid heterodimer inverse agonism. P35372+P41143. cell-based MOR-DOR heterodimer luminescence. inhibition, % at 9.3 µM. actives 0.21% (n = 340,000). AID 504357; in the data active = inhibition above about 22%, passing the limit was not always enough;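 note: 0% = cells with DMSO and 100% = wells without cells with DMSO; values of inactives mirror those of a sister screen read the other way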
Wnt act: activates Wnt/beta-catenin signaling in a reporter cell assay; AID 743398; activator, plate reader; activation, % at 9.35 µM; actives 1.2% (n = 300,000); in the data active = activation above about 30%, passing the limit was not always enough; inconclusive = no clear call, values can overlap the other calls;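 note: 0% = neutral control wells and 100% = positive control wells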
OPRM1-OPRD1 ag: agonists of human mu-delta opioid receptor heterodimerization; P35372+P41143; cells, OPRM1-OPRD1 heterodimerization, luminescence; activation, % at 9.3 µM; actives 0.3% (n = 340,000); in the data active = activation above about 18%;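 note: 0% = vehicle-treated cells and 100% = reference agonist; values of inactives mirror those of a sister screen read the other way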
Starred values were filed as active, the others as inactive; ? = inconclusive; / = not tested or not shown.

Second line of a record: Keap1-Nrf2 PPI, cardiac RTF act, RTF Ca sens inh, OPRM1-OPRD1 ag, DSG3 Ab inh, LANA DNA inh, MOR-DOR inv ag, V-ATPase pHluor, Wnt act, Arrestin-AP2 inh
Cc1cc(/C=C2/NC(=O)NC2=O)c(C)n1-c1ccncc1
  -2, 4, 0, -1.9, 102, -0.8, 9, -2, 0, 11
CCOc1ccccc1C(=O)N1CCC(n2nnc3cc(C(F)(F)F)ccc32)CC1
  1, 9, 5, -1.3, 108, -2.1, 7, -4, /, 2
COc1ccc(CCN2CC(C(=O)Nc3ccc(S(C)(=O)=O)cc3)CC2=O)cc1OC (centres undefined)
  -3, -4, 3, -0.1, 96, 0.5, 1, -4, 0, 14
O=C(COC(=O)c1ccc(N2CCCC2=O)cc1)c1ccccc1
  -2, -2, 1, 1.1, 116, -0.1, -6, 5, 16, 3
CCSc1nnc(NC(=O)Cc2cccc(OC)c2)s1
  2, 2, 3, -1.7, 109, -0.5, 10, 3, 4, 6
Nc1ncnc2c1ncn2C1OC(C(=O)NC2CC2)C(O)C1O (centres undefined)
  -4, 0, 13, -0.8, 88, -1.6, 4, -3, 0, 22
O=C(NCCN1CCN(c2ccccc2)CC1)C1CCN(S(=O)(=O)c2cccs2)CC1
  3, 1, -7, -3.1, 108, -0.4, 13, -2, -1, -3
O=C(CSc1nc2ccccc2[nH]1)Nc1ccccc1F
  -3, 10, -2, 1.0, 94, 0.5, -6, -3, 1, 2
O=C(CCN1C(=O)c2ccccc2S1(=O)=O)Nc1cccc2ccccc12
  -3, -1, 1, -2.1, 99, 0.8, 11, -1, -1, -2
Cc1ccc(Nc2nc(N3CCOCC3)nc(N3CCOCC3)n2)cc1C
  0, -2, 1, 3.6, 93, -2.5, -19, -5, 3, 36
COc1ccc(-c2cc(C(=O)N3CCN(c4ccccc4OC)CC3)no2)cc1OC
  -1, 1, -10, 1.1, 98, -1.3, -5, -2, 25, 9
COc1ccc2oc(C(=O)N3CCN(S(=O)(=O)c4c(C)c(C)cc(C)c4C)CC3)c(C)c2c1
  0, 4, -8, 0.1, 109, 1.6, 0, -1, -3, -15
O=C(NCc1ccc(Cl)cc1)C1CCCN(c2cnccn2)C1 (centres undefined)
  -4, -1, -3, -2.8, 106, 1.3, 14, -4, -1, 46
CCOc1ccccc1C1C(C(N)=O)=C(C)Nc2nc(-c3ccccc3Cl)nn21 (centres undefined)
  7, 2, -5, -1.8, /, 0.9, 11, -3, -8, 14
CNc1c(NS(=O)(=O)c2ccc(F)c(Cl)c2)c(=O)oc2ccccc12
  3, -8, -3, 0.4, 124, -1.6, -3, -4, -1, 15
Cn1c(=S)c2[nH]c(SCc3cccnc3)nc2n(C)c1=O
  -1, 1, -6, -4.2, 97, 1.7, 21, 2, 1, 33
N#Cc1ccccc1S(=O)(=O)N1CCN(CC(O)c2ccccc2)CC1 (centres undefined)
  3, -7, -3, -0.3, /, -0.1, 1, 3, -2, 43
COc1ccc(CCN(C)C2CCCN(S(=O)(=O)c3ccccc3)C2)cc1OC (centres undefined)
  -1, 5, -1, -0.3, 107, -0.6, 2, 0, -2, -7
COc1ccc(NC(=O)C(CCSC)N2C(=O)c3ccccc3C2=O)cc1 (centres undefined)
  10, 1, -4, -1.1, 97, 1.7, 6, -8, 0, 27
COC(=O)C(=Nc1ccccc1)/C(C(=O)C(=O)N(C)c1ccccc1)=C(\O)c1ccccc1
  -3, -5, 4, -2.7, 117, -0.6, 14, -2, 26, -3
CN(C)C(=S)SCCn1c(N)nc(N(C)C)nc1=O
  -4, -2, -3, -2.2, 116, -5.7, 12, 3, 0, -19
Cc1cccc(C)c1NC(=O)CNC(=O)C(C)N1CCCCC1 (centres undefined)
  5, 2, -7, 0.4, 86, -1.2, -2, 0, 0, 2
CC1CCCCN1C(=O)CSc1nnc2c(n1)[nH]c1ccc(F)cc12 (centres undefined)
  4, 5, 12, -0.5, 90, 1.6, 3, -2, -4, -17
CCC1(c2ccc(F)cc2)NC(=O)N(CC(=O)N(CCC#N)c2ccccc2)C1=O (centres undefined)
  -1, 2, -26, -1.2, /, -0.3, 8, 0, -1, -3
COc1ccc(Cc2noc(CN3CCCC(OCc4ccccn4)C3)n2)cc1OC (centres undefined)
  0, -4, -19, -2.6, 81, 1.2, 17, 0, -6, -5
Cn1c(SCC(=O)C(C)(C)C)nnc1-c1cccnc1
  1, -2, 1, -1.5, 92, 0.7, 8, -6, -2, 18
Cc1ccc([C@@H]2CC=C(C(=O)O)[C@H](c3ccccc3)N2S(=O)(=O)c2ccccc2C)cc1
  -1, 0, -5, -3.8, 95, -0.5, 18, -2, 0, 3
Fc1ccccc1NC(=S)N1CCN(Cc2ccccc2)CC1
  2, 6, 5, -0.8, 103, -0.3, 4, -1, -2, 12
COc1ccc(Nc2nc(N)nc(CSC(=S)N3CCN(C)CC3)n2)cc1
  -2, 5, -8, -0.4, 93, 0.3, 3, -4, 3, 9
CC(=O)C(Sc1ccc2nnc(-c3ccncc3)n2n1)C(C)=O
  -1, -5, -1, -3.1, 103, 2.3, 16, -2, -2, 1
COc1ccc(C(=O)NC2CC(C)(C)NC(C)(C)C2)cc1OC
  1, -6, 1, -2.4, 106, 1.1, 12, 1, -1, 0
CCCn1nnnc1SCC(=O)N1CCN(C(=O)c2ccco2)CC1
  1, 7, 7, -0.4, 97, -1.2, 2, 3, 3, -5
CC(=O)Oc1ccc2c(=O)oc(-c3ccc([N+](=O)[O-])cc3)nc2c1
  -4, 1, -9, -1.3, 92, -0.3, 7, 1, -1, 13
Cc1ccc(NC(=S)NNS(=O)(=O)c2ccc3ccccc3c2)cc1Cl
  4, 0, -9, -2.1, 100, -1.2, 10, 1, 0, -7
Cn1c(N)c(C(=O)Nc2cccc(Cl)c2)c(=O)n(C)c1=O
  4, -1, -9, 1.7, 108, -2.3, -8, -2, 9, 5
CCn1cc(CNC(=O)c2cc([N+](=O)[O-])c(C)c([N+](=O)[O-])c2)cn1
  0, 3, -6, 4.0, 97, 2.4, -24, 6, /, 3
Cc1ccc2[nH]cc(CCNC(=O)c3ccco3)c2c1
  ?, 3, -8, -1.6, 105, -0.2, 9, -1, 2, -1
CC1=C(C(=O)Nc2cc(C(=O)N3CCN(c4cccc(C)c4C)CC3)ccc2C)SCCO1
  -7, -2, -10, 2.8, 102, -1.7, -15, 3, 0, 39
Cc1cc(C)c2c(N)c(C(=O)c3ccc(Br)cc3)oc2n1
  3, 4, -7, -2.7, 110, 0.5, 14, -3, 9, -8
CC(C)c1ccccc1OCCCCN1CCCCC1
  -1, 1, -2, -1.6, 105, 1.1, 8, 0, -2, -11
CC(C)c1csc(CN2CCC(N3CCC(C(=O)NCC4CCCO4)CC3)CC2)n1 (centres undefined)
  2, 2, -9, -1.0, 98, 1.0, 5, -1, -1, 8
O=C1C=C(Nc2ccccc2)c2ccccc2C1=O
  4, 5, 2, 8.3, 108, 0.5, -43, -1, 4, 7
CCOc1ccccc1Nc1nc(-c2cccnc2)cs1
  2, -4, -7, -0.5, 108, 2.2, 3, 3, 0, -9
O=C(NC(=S)Nc1nc(-c2ccc(Br)cc2)cs1)c1cccnc1
  0, 2, -3, -2.6, 94, 1.7, 14, 3, /, 0
O=C(Nc1sc2c(c1C(=O)O)CCC2)c1ccccc1F
  1, -5, 4, -1.9, 106, -0.9, 10, -1, 0, 33
O=[N+]([O-])c1ccc(-c2ccc(/C=N/Nc3nc(NCc4ccccc4)nc(N4CCOCC4)n3)o2)cc1
  -18, 0, -7, -2.3, 102, -1.4, 12, -1, 4, 3
COc1ccc(-c2noc(-c3ccccc3C(=O)Nc3cccnc3)n2)cc1OC
  -9, -3, 0, -1.8, 118, -1.9, 11, 5, /, -2
COc1cc(SC)ccc1C(=O)Nc1ccc(C)cc1
  -7, -6, 1, -2.2, 105, -0.2, 11, -4, 50*, 4
Cc1occc1-c1nnc(SCC(=O)N2CCOCC2)n1Cc1ccco1
  -2, 7, -5, -1.4, 102, 0.3, 7, 0, 4, -6
COC(=O)c1cc(OC)c(OC)cc1NC(=O)c1csc(C)c1
  -4, -2, -5, 0.0, /, -3.1, 0, 6, -2, 10

Next entries follow.
Second line of a record: Keap1-Nrf2 PPI, cardiac RTF act, RTF Ca sens inh, OPRM1-OPRD1 ag, DSG3 Ab inh, LANA DNA inh, MOR-DOR inv ag, V-ATPase pHluor, Wnt act, Arrestin-AP2 inh
CCOc1ccc(-c2noc(CCC(=O)NCCc3ccccc3)n2)cc1OC
  3, 9, -1, -0.8, 115, 0.6, 4, -1, 1, -11
O=C(CP(=O)(c1ccccc1)c1ccccc1)N1CCCCC1
  -2, 8, 3, 0.3, 100, 1.4, -1, 2, /, 17
COc1ccc2cc1Oc1ccc(cc1)C[C@H]1c3cc(c(OC)cc3CCN1C)Oc1c(OC)c(OC)cc3c1[C@H](C2)N(C)CC3
  -21, 4, 9, 0.5, 101, -3.9, -2, 1, 5, 0
CC(C)Sc1nc2c(c(=O)[nH]c(=O)n2C)n1CCc1ccccc1
  -7, -1, -2, -2.6, /, -2.5, 11, -7, -2, -3
Cc1ccccc1Cn1nnc(-c2ccc3c(c2)OCO3)n1
  -4, -10, 5, 2.8, 106, 0.6, -15, -3, /, 18
O=C(COC(=O)c1ccco1)Nc1ccccc1[N+](=O)[O-]
  -3, -1, 5, 0.5, /, 0.7, -2, 0, 0, 3
COc1ccc2nc(SCC(C)=O)c(C#N)cc2c1
  -19, 3, 4, 2.1, 97, -3.8, -15, 0, ?, 6
NC(=O)c1ccc(SCC(=O)OCC(=O)NCc2ccco2)c([N+](=O)[O-])c1
  2, -2, 3, -0.3, 100, 1.0, 2, 2, -2, 0
COc1ccc(C(=O)C2CCCN(C(=O)c3ccccc3C(C)=O)C2)cc1F (centres undefined)
  -6, -1, -3, -4.1, 103, -0.3, 19, -1, 4, 14
Cc1ccc(S(=O)(=O)Nc2ccc(S(=O)(=O)N3CCCC3)cc2)cc1
  -2, 4, -2, 0.6, /, 1.5, -4, 4, -1, 9
COCCOC(=O)C1=C(C)NC(SCC(=O)NC(C)(C)C)=C(C#N)C1c1ccco1 (centres undefined)
  -5, 5, -6, 3.7, 108, 1.0, -18, 2, -3, 13
C/C(=N\NC(=O)c1ccco1)c1ccc(C(=O)O)s1
  1, -1, 1, -3.2, 104, -0.2, 13, -2, -2, -21
Cc1ccc(C)c(NS(=O)(=O)c2cc(C(=O)NCc3ccncc3)ccc2C)c1
  -1, 2, -2, -0.3, 97, -1.9, 2, -4, -2, 42
Cc1cc(C(=O)OCC(=O)Nc2cc(S(=O)(=O)N(C)C)ccc2C)c2ccccc2n1
  -5, -1, 3, -1.8, /, -0.6, 8, 0, -1, 1
CCOC(=O)Cc1csc(NC(=O)c2sc3nc4ccc(C)cc4cc3c2N)n1
  -6, 9, -21, -2.1, 125, -1.3, 9, 3, /, 7
O=C1c2ccc(Oc3ccc([N+](=O)[O-])cc3)cc2C(=O)N1CCO
  -1, 4, -4, -1.8, /, -0.4, 8, 2, -2, -11
COc1cccc(CN(C)CC(=O)Nc2cccc3ccccc23)c1
  -1, -1, 2, -3.4, 99, 16, 16, 8, 0, 34

Compound activity from PubChem BioAssay.
